NFkB transloc inh: inhibitors of IL-1B driven NFkB p65 nuclear import, primary screen, imaging, HUVEC, IL-1B stimulus, high-content imaging | HUVEC IL-1B NFkB p65 nuclear translocation imaging | inhibition, % at 2 µM | 0.43% of 94,000 active | AID 796, 2007;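 active = inhibition above about 30% together with a positive call from visual inspection of the well image, limit read from the data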;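 note: nuclear over cytoplasmic p65 intensity ratio measured by imaging; 0% = IL-1B stimulated DMSO wells and 100% = unstimulated DMSO wells; values of inactives mirror those of a sister screen read the other way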
MRP resist rev: reversal of MRP1-mediated doxorubicin resistance, primary screen, H69AR cells, doxorubicin co-treatment | 0.04% of 85,000 active | H69AR cells + 2 uM doxorubicin, CellTiter-Glo, 72 h | differential viability (reversal), % at 10 µM;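 active = viability drop by adding the cancer drug above about 55%, with treated viability meeting a 40% cutoff, limit read from the data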;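 note: viability without doxorubicin minus viability with 2 µM doxorubicin for each compound; larger differential means the compound sensitizes cells more to doxorubicin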
IL1B NFkB pot: enhancers of NFkB p65 translocation in HUVEC – imaging, IL-1B stimulus, high-content imaging, primary screen. HUVEC IL-1B NFkB p65 nuclear translocation imaging. AID 819, 2007. activation, % at 2 µM. 0.3% of 94,000 active;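 active = activation above 40%, about the mean plus 3 SD, also judged a hit on visual image review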;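 note: percent activation is computed from the nuclear over cytoplasmic p65 intensity ratio; values of inactives mirror those of a sister screen read the other way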
PLAP inhibition: PLAP enzyme inhibitors, biochemical, luminescence, HTS (AID 690); Alkaline phosphatase, placental type (Homo sapiens); purified PLAP, luminescent substrate; higher % means a stronger effect; one-dose inhibition, % at 20 µM; IC50 in µM for titrated hits; 0.08% of 96,000 active; in the data active = a potency from the dose series; inactive = the rest, 99 in 100 with inhibition below about 30%; note: strong numbers were not always called active
Bcl-B TR3 displacers: displacers of TR3 peptide from Bcl-B, primary screen, selectivity assay for Bfl-1 inhibitor project, biochemical, fluorescence polarization; Bcl-2-like protein 10 (Homo sapiens); FP displacement of FITC-TR3 peptide from Bcl-B; higher % means a stronger effect; displacement, % at 20 µM, or IC50 in µM where a hit was titrated; 0.11% of 96,000 active; AID 748, 2007;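 active = displacement above 50% at 20 µM plus a fluorescence interference ratio under 1.5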;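 note: plate controls were wells without compound for no effect and wells lacking Bcl-B protein for full effect; a part of the inactive calls stands beside numbers as strong as those of hits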
MRP resist rev cytotoxicity: further read-out of MRP resist rev, marked with its call; viability, %; H69AR cells, CellTiter-Glo, 72 h; measured here: cytotoxicity without doxorubicin
MRP resist rev with doxorubicin: recorded beside MRP resist rev, whose call it bears; viability, %; measured here: viability with 2 uM doxorubicin; active compounds read low
NFkB transloc inh cell count 2 µM: second read-out of NFkB transloc inh, no call of its own (marks repeat the call); cell count; measured here: cells passing quality filter;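 raw number of nuclei counted in each imaged well without normalization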
IL1B NFkB pot cell count 2 µM: second read-out of IL1B NFkB pot, no call of its own (marks repeat the call); cell count; measured here: cells passing quality filter
* hit, by the source's call; nt = not tested or not shown.

SMILES	NFkB transloc inh	NFkB transloc inh cell count 2 µM	MRP resist rev	MRP resist rev cytotoxicity	MRP resist rev with doxorubicin	IL1B NFkB pot	IL1B NFkB pot cell count 2 µM	PLAP inhibition	Bcl-B TR3 displacers
O=C(c1ccc2c(c1)OCO2)N(c1ccccc1)C1C=CS(=O)(=O)C1 (configuration not stated)	7	161	0	93	93	-7	161	3%	-9%
Cc1ccc(OCC(=O)Nc2ccccc2-c2ccccc2)cc1	-1	137	nt	nt	nt	1	137	nt	1%
Cn1c(Cc2ccccc2)nnc1SCC(=O)N1CCCCC1	6	169	-15	92	107	-6	169	nt	nt
Nc1ccc2nc(-c3ccc(Cl)cc3)[nH]c2c1	-11	132	-21	17	38	11	132	7%	4%
COCc1c(Br)c(C)nc(OCC(=O)O)c1C#N	-23	132	-2	98	100	23	132	3%	-11%
CCOC(=O)N1CCN(C(=O)c2cc(Cl)c(Cl)cc2C(=O)O)CC1	nt	nt	-10	97	107	nt	nt	-8%	-3%
Cc1cccn2c(=O)c(C=Nc3c(C)n(C)n(-c4ccccc4)c3=O)c(N3CCCC3)nc12	nt	nt	-3	84	87	nt	nt	-59%	-6%
O=C(CN1CCN(c2ccccn2)CC1)NCc1cccs1	nt	nt	-8	97	105	nt	nt	-3%	-3%
CC1(C)NC(=O)N(CC(=O)OCC(=O)Nc2cccc(F)c2)C1=O	-15	44	11	100	90	15	44	2%	-1%
O=C1C2Sc3[nH]c(=O)sc3C(c3ccccc3)C2C(=O)N1c1ccc(Cl)cc1 (configuration not stated)	-18	161	3	90	87	18	161	16%	-4%
Cc1ccc(CCN2CC(C(=O)NCCCOC(C)C)CC2=O)cc1 (configuration not stated)	-25	136	2	95	92	25	136	-11%	-4%
Cc1cc(C)nc(N(C#N)CCOc2ccc(Cl)cc2)n1	-4	146	15	103	88	4	146	nt	nt
COc1ccc(OC)c(/C=N/N(C)c2ccccc2)c1	-24	201	18	90	72	24	201	-52%	24%
CCOC(=O)N1CCN(C(=O)Cc2ccc(-n3c(=S)[nH]c4ccccc4c3=O)cc2)CC1	11	80	-11	79	90	-11	80	-8%	6%
O=C(C1CCC(CNS(=O)(=O)c2cccc3nsnc23)CC1)N1CC=C(c2ccccc2)CC1 (configuration not stated)	5	187	13	39	27	-5	187	-46%	-15%
OCCCN1c2ccccc2Nc2nnc(-c3ccccc3)cc21	-31	87	-8	39	47	31	87	nt	0%
CC(C)c1nc(SCC(=O)Nc2cccc(C(F)(F)F)c2)c2c(=O)n(C)c(=O)n(C)c2n1	-14	64	4	49	45	15	64	nt	nt
CC(C)c1ccccc1NC(=O)c1ccco1	2	200	0	84	84	-2	200	nt	-1%
CCCn1c(/N=C/c2cc(OC)ccc2O)nc2ccccc21	-14	197	-45	40	85	14	197	17%	18%
CCn1nc(C(=O)N2CCc3ccccc3C2)c2ccccc2c1=O	-5	132	13	87	74	5	132	-40%	4%
O=C(Nc1ccc(Cl)cc1)NC1CCCCC1Cc1ccco1 (configuration not stated)	12	130	-18	7	25	-12	130	-6%	-5%
CCC(C)(C)n1nnnc1CN1CCC(c2nc3ccc(C)cc3[nH]2)CC1	-3	193	-45	12	57	3	193	-127%	-11%
Cc1c(NS(=O)(=O)c2cccc(C(=O)NCc3ccccc3)c2)c(=O)n(-c2ccccc2)n1C	-6	120	17	98	81	6	120	-46%	0%
CC(NC(=O)COc1cccc(Br)c1)C(=O)O (configuration not stated)	4	124	-5	95	100	-4	124	10%	-3%
CCCCNC(=O)C1CCN(c2nc(OC)nc(OC)n2)CC1	-6	133	7	88	80	6	133	nt	nt
New compounds follow
SMILES	NFkB transloc inh	NFkB transloc inh cell count 2 µM	MRP resist rev	MRP resist rev cytotoxicity	MRP resist rev with doxorubicin	IL1B NFkB pot	IL1B NFkB pot cell count 2 µM	PLAP inhibition	Bcl-B TR3 displacers
O=C(O)c1cc(Cl)c(Cl)cc1C(=O)N1CCOCC1	nt	nt	11	91	80	nt	nt	-1%	0%
COc1ccccc1NC(=O)C1=C(C)NC(SCC(=O)c2ccc(C)cc2)=C(C#N)C1c1ccco1 (configuration not stated)	0	98	-9	85	94	0	98	-59%	-125%
COc1ccccc1N1CCN(CC(=O)Nc2cccc(F)c2)CC1	-21	192	22	89	67	21	192	-23%	-24%
Cc1nc(C(=O)N(C)C)nn1-c1cc(Cl)ccc1Cl	9	139	nt	nt	nt	-9	139	2%	-5%
Cc1ccc(NCCC(=O)c2ccc(Cl)cc2)cc1C	-5	187	nt	nt	nt	5	187	5%	-3%
Oc1oc(-c2ccccc2)nc1C=Nc1ccccc1	0	145	-6	90	95	0	145	13%	-9%
Cc1cccc(N(C(=O)Cn2nnc3ccccc32)C(C(=O)NC(C)(C)C)c2ccsc2)c1 (configuration not stated)	-6	158	nt	nt	nt	6	158	19%	-4%
CCCC(=O)Nc1ccc(N2CCOCC2)cc1	-1	133	6	97	90	1	133	-16%	4%
O=C(c1ccco1)N1CCC(c2nc(-c3ccccc3Cl)no2)CC1	-5	120	15	98	83	5	120	-45%	9%
CCOC(=O)C1=C(N)OC2=C(C(=O)CC(C)(C)C2)C1c1cccs1 (configuration not stated)	-19	144	23	105	82	19	144	nt	nt
CCC(=O)Nc1ccc(NC(=O)c2ccccn2)cn1	nt	nt	10	95	84	nt	nt	5%	-3%
CCOC(=O)c1c(C)c(C(=O)NCc2cccnc2)c(C)n1CC	nt	nt	0	94	95	nt	nt	-17%	-6%
Cc1ccc2nc(NCCCO)nc(-c3ccccc3)c2c1	-8	180	-29	9	38	8	180	-51%	-4%
COCCCn1c(C)nc2c(c1=O)c1nc3ccccc3nc1n2CCc1ccccc1	-27	149	nt	nt	nt	27	149	-23%	-26%
Cc1ccc(Oc2ccc(-c3nc(N)nc(N)n3)cc2)cc1	97*	19*	22	103	81	-97	19	14%	-3%
O=C(CN1C(=O)CSC1=O)NC1CCCCC1	3	143	11	99	88	-3	143	nt	nt
O=c1oc2c(CN3CCOCC3)c(O)c(Cl)cc2c2c1CCCC2	nt	nt	7	77	70	nt	nt	-91%	17%
CCC(C)NC(=O)C1CCC(=O)N1Cc1ccc(C)cc1 (configuration not stated)	-11	125	-4	95	99	11	125	-4%	4%
CCOCCCNC(=O)COc1ccc(OC)cc1	-22	126	-7	79	85	22	126	13%	0%
CCOC(=O)c1ccccc1NC(=O)CSc1nnc(Cc2cccn2C)n1-c1ccc(F)cc1	nt	nt	-17	69	86	nt	nt	-2%	-9%
O=C(Nc1ccc2nc(-c3cccs3)[nH]c2c1)c1cccs1	6	11	-11	39	51	-6	11	-18%	5%
CC1=[N+]([O-])C(C)(C)CC(C)(C)c2ccccc21	-8	195	-1	95	96	8	195	8%	-1%
CC(C)OC(=O)CSc1nnc(CNc2ccc(Cl)cc2)n1Cc1ccccc1	-3	153	11	98	87	3	153	nt	nt
Cc1cc(NC(=O)COC(=O)C2CCN(C(=O)c3ccc(Cl)cc3)CC2)no1	3	165	8	90	82	-3	165	20%	14%
Cc1ccc(NC(=O)COc2ccc(Br)cc2CO)cc1	-3	163	26	104	78	3	163	33%	6%

Three of the entries above in order of their number in PLAP inhibition, descending.
| canonical_smiles | PLAP inhibition |
| --- | --- |
| Cc1cccc(N(C(=O)Cn2nnc3ccccc32)C(C(=O)NC(C)(C)C)c2ccsc2)c1 (configuration not stated) | 19% |
| CCC(=O)Nc1ccc(NC(=O)c2ccccn2)cn1 | 5% |
| Cc1ccc2nc(NCCCO)nc(-c3ccccc3)c2c1 | -51% |

By substructure: those above with an NH in an aromatic ring
SMILES	NFkB transloc inh	NFkB transloc inh cell count 2 µM	MRP resist rev	MRP resist rev cytotoxicity	MRP resist rev with doxorubicin	IL1B NFkB pot	IL1B NFkB pot cell count 2 µM	PLAP inhibition	Bcl-B TR3 displacers
Nc1ccc2nc(-c3ccc(Cl)cc3)[nH]c2c1	-11	132	-21	17	38	11	132	7%	4%
O=C1C2Sc3[nH]c(=O)sc3C(c3ccccc3)C2C(=O)N1c1ccc(Cl)cc1 (configuration not stated)	-18	161	3	90	87	18	161	16%	-4%
CCOC(=O)N1CCN(C(=O)Cc2ccc(-n3c(=S)[nH]c4ccccc4c3=O)cc2)CC1	11	80	-11	79	90	-11	80	-8%	6%
CCC(C)(C)n1nnnc1CN1CCC(c2nc3ccc(C)cc3[nH]2)CC1	-3	193	-45	12	57	3	193	-127%	-11%
O=C(Nc1ccc2nc(-c3cccs3)[nH]c2c1)c1cccs1	6	11	-11	39	51	-6	11	-18%	5%

Carrying on:
SMILES	NFkB transloc inh	NFkB transloc inh cell count 2 µM	MRP resist rev	MRP resist rev cytotoxicity	MRP resist rev with doxorubicin	IL1B NFkB pot	IL1B NFkB pot cell count 2 µM	PLAP inhibition	Bcl-B TR3 displacers
CC12CN3CC(C)(CN(C1)C31C(=O)N(Cc3ccccc3)c3ccccc31)C2=O (configuration not stated)	nt	nt	0	86	86	nt	nt	-5%	-7%
COC(=O)c1cccc(COC(=O)c2ccc(CS(=O)(=O)c3ccc(C)cc3)cc2)c1	2	170	-10	66	76	-2	170	-20%	-5%
N#C/C(=C\c1c(N2CCC(C(N)=O)CC2)nc2ccccn2c1=O)S(=O)(=O)c1ccccc1	-15	159	5	91	87	15	159	-41%	-15%
CCSc1ncc(/C=N/Nc2ccc(Cl)cc2)n1C	-9	216	nt	nt	nt	9	216	-13%	-8%
COc1cc2c(cc1NC(=O)C(C)OC(=O)C1CC(=O)N(Cc3ccco3)C1)oc1ccccc12 (configuration not stated)	6	146	-11	44	55	-6	146	-30%	-13%
CCn1c(SCC(=O)NC(=O)NCc2ccco2)nnc1-c1cccs1	-21	130	-1	82	83	21	130	9%	5%
O=C(CC1Oc2ccccc2NC1=O)NCCCN1CCOCC1 (configuration not stated)	7	56	3	102	100	-7	56	-50%	-1%
O=C(CSCCO)Nc1ccc(C23CC4CC(CC(C4)C2)C3)cc1	8	163	-15	84	98	-8	163	nt	nt
COc1ccc(Cn2c(C)nc3oc4cc(OC)ccc4c(=O)c3c2=O)cc1	-1	122	nt	nt	nt	1	122	-23%	-34%
c1csc(-c2nc(-c3ccncc3)no2)c1	nt	nt	-2	101	104	nt	nt	19%	5%
CCc1nnc(SCC(=O)Nc2ccc3c(c2)OCO3)o1	-6	60	-25	63	88	6	60	15%	11%
O=C1CC(Sc2ncccn2)C(=O)N1c1ccccc1C(F)(F)F (configuration not stated)	-1	143	5	83	78	1	143	-14%	-1%
COc1ccccc1N1CCN(C(c2cc3ccc(C)cc3[nH]c2=O)c2nnnn2C2CCCC2)CC1 (configuration not stated)	-3	113	5	95	91	3	113	-53%	1%
CCN(C(=O)c1cnc(N2CCN(c3ncccn3)CC2)c2ccccc12)c1cccc(Cl)c1	2	80	-40	20	60	-2	80	-26%	-7%
CC(C)NC(=O)c1ccc(COCC(F)(F)F)cc1	-2	168	6	104	98	2	168	-26%	15%
Cc1noc(C)c1S(=O)(=O)NCCc1ccc(S(N)(=O)=O)cc1	-4	124	nt	nt	nt	4	124	-46%	17%
CCSc1nnc2c(n1)OC1(CCCC1)Nc1ccccc1-2	-3	57	-43	53	97	3	57	-21%	4%
CCOC(=O)c1cnc(-n2nc(C)cc2C)nc1N(C)C	-4	76	-1	90	91	4	76	16%	5%
CCCCOC(=O)CCn1[nH]c(=O)c2ccccc2c1=O	7	151	16	99	83	-7	151	-4%	-9%
Cc1ccc(-c2nnc(-c3ccc(Br)cc3)o2)o1	1	157	11	101	90	-1	157	-10%	2%
CCOc1ccccc1C1CC(=O)NC(SCC(=O)Nc2nccs2)=C1C#N (configuration not stated)	-7	157	nt	nt	nt	7	157	-74%	3%
COc1ccc(C2C(C#N)=C(SC)NC3=C2C(=O)CC(C)(C)C3)cc1 (configuration not stated)	nt	nt	6	89	82	nt	nt	-4%	-7%
COC(=O)c1cc(OC)c(OC)cc1NC(=O)c1ccc(C)cc1	-4	160	-2	16	18	4	160	13%	-9%
COc1ccc(C2C(C#N)=C(/N=C/N3CCN(C)CC3)OC3=C2C(=O)CC(C)(C)C3)cc1 (configuration not stated)	10	67	-6	88	94	-10	67	-58%	0%
Cc1ccc(NC2=CC(=O)CC(C)(C)C2)cc1C	-14	204	0	93	93	14	204	-1%	6%

Only part of the results is shown; the hit share may differ from the screen's.
